GAA inh: qHTS Assay for Inhibitors of Human alpha-Glucosidase as a Potential Chaperone Treatment of Pompe Disease | Lysosomal alpha-glucosidase (Homo sapiens), P10253 | purified human GAA, 4-MU-alpha-glucoside fluorescence | Potency, µM (top dose mostly 76.9 µM), for the others: top-dose activity change, negative = inhibition, actives largely listed as inhibitors | 200,000 tested, 0.005% active;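 also: potency is read from the fitted curve at half-maximal effect; plate controls were uninhibited enzyme wells for no effect and no-enzyme background for full effect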
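Human alpha-glucosidase, 4 nM, pre-mixed with test compounds before 400 uM 4-methylumbelliferyl substrate; 20 min room temperature at pH 5.0. Fluorescence read after pH 10 stop; AC50 values from Hill-equation fits.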
HTT aggregate: qHTS Multiplex Assay to Identify Dual Action Probes in a Cell Model of Huntington: Aggregate Formation (GFP); PC12 HttQ103-GFP aggregates, Acumen cytometry, 40 h; Potency, µM (highest dose often 46.1 µM), inactives show at the highest dose activity change, negative = inhibition, actives largely listed as inhibitors; 220,000 tested, 1.1% active; AID 1688, 2009; also: potency is read from the fitted curve at half-maximal effect; % is scaled to controls: 0 for no effect and ±100 for the full control effect; nearly all actives have a fitted effect of over 60% in size
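Quantitative HTS on tebufenozide-induced (100 nM) PC12 cells stably expressing polyQ103 Huntingtin exon 1–GFP. Reduction of bright GFP aggregates, detected by laser scanning cytometry after lysis, identified actives across the titration.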
GAA spleen mod: qHTS Assay for Inhibitors and Activators of Human alpha-Glucosidase From Spleen Homogenate; AID 2112, 2009; Potency, µM (doses to about 79.9 µM), for inactives: at the top dose activity change, negative = inhibition, usual class: inhibitors; 240,000 tested, 0.006% active; human spleen homogenate, 4-MU-alpha-glucoside fluorescence;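 also: potency is read from the fitted curve at half-maximal effect; 0% = enzyme with vehicle and -100% = no enzyme basal signal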
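Compounds were titrated against alpha-glucosidase in spleen homogenate at pH 5.0, with 1 mM 4-methylumbelliferyl substrate for 40 min at 37 C. Reactions were quenched with pH 10 NaOH/glycine and fluorescence measured.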
Lamin A splicing: qHTS Assay for Modulators of Lamin A Splicing; HeLa LMNA splicing GFP/RFP minigene ratio, 48 h; 200,000 tested, 0.01% active; Potency, µM (titrated, usually from 46.1 µM), for the others: at the highest dose ratio change, negative = inhibition, actives largely listed as inhibitors; active = well fitted inhibition curve with a large enough effect in the signal ratio, with a control signal flat, not every such curve was filed as active; inconclusive = small, poorly fitted or top-dose-only effect, or effect the other way, or a change in a side signal; the % refers to the signal ratio; also: potency is read from the fitted curve at half-maximal effect; % is scaled to controls: 0 for no effect and ±100 for the full control effect
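S3 HeLa stable clones carrying a lamin A-EGFP splicing minigene plus DsRed2 were seeded at 600 cells/well in Opti-MEM with 2% FBS, pin-dosed and incubated 48 h at 37°C. Acumen cytometry (488 nm) gave the GFP/RFP total-intensity ratio.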
GAA glycogen mod: qHTS Assay for Inhibitors and Activators of Human alpha-Glucosidase Cleavage of Glycogen; Lysosomal alpha-glucosidase (Homo sapiens), P10253; Potency, µM (titrated, usually from 76.4 µM), inactives show at the highest dose activity change, negative = inhibition, hits mostly inhibitors; recombinant GAA, glycogen substrate, Amplex Red glucose oxidase fluorescence; 300,000 tested, 0.38% active;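 also: potency is read from the fitted curve at half-maximal effect; 0% = full enzyme reaction and -100% = no-enzyme basal signal; the screen sought inhibitors and activators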
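Recombinant human alpha-glucosidase (4 nM final) hydrolysed bovine liver glycogen (30 ug) for 40 min at 37 C in pH 5.0 citrate/phosphate with 0.01% Tween-20. Released glucose detected by glucose oxidase/Amplex Red, Ex 573/Em 610 nm. Compounds up to 77 uM; AC50 from Hill fits.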
HTT ATP protect: qHTS Multiplex Assay to Identify Dual Action Probes in a Cell Model of Huntington: Cytoprotection (ATP); AID 1471, 2008; 230,000 tested, 0.14% active; PC12 HTT-Q103 induced, cytoprotection, ATP luminescence, 40 h; Potency, µM (series often up to 56.4 µM), without a hit: cytoprotection (ATP increase), hits mostly activators;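 also: potency is read from the fitted curve at half-maximal effect; % of control where 0% means no effect; nearly all actives have a fitted effect of over 45% in size; toxic huntingtin expression switched on by the ecdysone agonist tebufenozide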
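Compounds were screened for protection of PC12 cells against cell death after tebufenozide induction (100 nM final) of mutant Huntingtin exon 1 (Q103) fused to GFP.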
CBFb RUNX1 block: qHTS Assay for Compounds Blocking the Interaction Between CBF-beta and RUNX1 for the Treatment of Acute Myeloid Leukemia | Potency, µM (highest dose often 59.8 µM), for inactives: at the top dose activity, negative = inhibition, actives largely listed as inhibitors | 230,000 tested, under 10 active | AlphaScreen CBFb-His/RUNX1-biotin binding, biochemical | Runt-related transcription factor 1 (Homo sapiens) + Core-binding factor subunit beta …; also: % of control where 0% means no effect
Target sequence (Q01196 whole entry, looked up): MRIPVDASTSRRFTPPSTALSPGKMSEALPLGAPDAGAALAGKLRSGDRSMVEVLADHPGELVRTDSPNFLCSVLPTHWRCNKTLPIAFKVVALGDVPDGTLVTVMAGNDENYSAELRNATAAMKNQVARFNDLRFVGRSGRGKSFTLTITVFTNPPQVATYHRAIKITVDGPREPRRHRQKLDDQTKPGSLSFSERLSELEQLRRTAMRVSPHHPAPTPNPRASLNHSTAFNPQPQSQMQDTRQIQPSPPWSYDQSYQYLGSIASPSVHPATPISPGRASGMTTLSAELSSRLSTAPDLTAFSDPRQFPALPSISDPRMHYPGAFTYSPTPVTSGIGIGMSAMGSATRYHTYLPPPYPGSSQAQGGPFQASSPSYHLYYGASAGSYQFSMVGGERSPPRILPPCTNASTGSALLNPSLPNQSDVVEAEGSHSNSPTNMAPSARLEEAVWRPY
Target sequence (Q13951 whole entry, looked up): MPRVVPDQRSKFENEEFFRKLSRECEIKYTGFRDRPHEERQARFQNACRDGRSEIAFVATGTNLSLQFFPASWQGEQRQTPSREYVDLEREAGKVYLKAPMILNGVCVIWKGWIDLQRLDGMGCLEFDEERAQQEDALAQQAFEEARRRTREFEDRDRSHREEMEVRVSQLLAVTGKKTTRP
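CBFb-His/RUNX1-biotin, 30 nM each, preincubated 20 min RT; compound 15 min RT; Ni + streptavidin beads 50 ng each, 90 min RT; AlphaScreen read.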
Starred values were filed as active, the others as inactive; ? = inconclusive; . = no result given; [ ] = remark or other dose. Unless noted, calls follow the shape of the dose curve; as a rule, active = well fitted curve in the direction sought with a large enough effect; inconclusive = small, poorly fitted or top-dose-only effect, or another doubt; inactive = no such curve, though single readings can be large; an effect the other way counts as inactive or inconclusive.

Structure	GAA inh	GAA spleen mod	CBFb RUNX1 block	HTT aggregate	GAA glycogen mod	Lamin A splicing	HTT ATP protect
COc1ccc(CN(C(=O)Cn2nnc3ccccc32)C(C(=O)NC(C)(C)C)c2ccco2)cc1 (stereo not drawn)	4%	1%	-3%	?	6%	8%	-14%
COc1ccc(C(=O)Nc2ccc(C(F)(F)F)n(C)c2=O)cc1	1%	-8%	-4%	-2%	14%	?	-3%[10 µM]
Cc1onc(-c2ccncc2)c1C(=O)O	2%	7%	9%	8%	4%	1%	-3%
COc1ccc(CNc2nc3nc4c(c(=O)n3[nH]2)CCC4)cc1	10%	3%	1%	-4%	1%	17%	15%
C/C(Cc1ccccc1)=N\NC(=O)CNC(=O)c1ccc(Br)cc1	2%	4%	6%	2%	-3%	-8%	12%[10 µM]
Cc1cc(NCCN2CCOCC2)n2ncc(-c3ccccc3)c2n1	3%	-7%	6%	-8%	5%	10%	-33%
COc1ccc(NC(=O)CN2CCN(CC(=O)Nc3ccccc3F)CC2)c(OC)c1	-3%	-4%	-1%	-3%	-8%	-11%	3%[10 µM]
O=C(N/N=C/c1cc(Br)ccc1O)Nc1ccccc1	6%	-4%	-12%	-28%	-4%	1%	-10%[10 µM]
O=C(NCCc1ccccc1)C1CCN(S(=O)(=O)N2CCCC2)CC1	-10%	-21%	6%	3%	11%	0%	8%
CCOC(=O)c1sc(NC(=S)NC(=O)CC(C)C)cc1C	-1%	-3%	2%	-10%	-13%	?	-7%
Nc1nc2c(c(=O)[nH]1)N(C=O)C(CNc1ccc(C(=O)NC(CCC(=O)O)C(=O)O)cc1)CN2 (stereo not drawn)	.	-14%	14%	.	.	.	-27%
FC(F)(F)c1nc(-c2cccs2)ncc1-c1nnnn1-c1ccc(Cl)cc1	-6%	2%	9%	?	-11%	-6%	-34%
COc1ccc(-c2cc(-c3nnc(COC(=O)C4CC4C)o3)c3ccccc3n2)cc1OC (stereo not drawn)	-3%	-6%	-1%	-15%	-4%	?	8%[1.9 µM]
Cc1ccc2nc(-c3ccc(N4C(=O)CC(N5CCN(CCO)CC5)C4=O)cc3)sc2c1 (stereo not drawn)	-2%	3%	-1%	10%	-5%	0%	.
CCCCCNC(=O)CCc1ccccc1	4%	-7%	11%	-15%	1%	-4%	-10%[10 µM]
Cc1ccccc1N1CCN(C(=O)CCN2C(=O)c3ccccc3C2=O)CC1	-2%	-1%	1%	4%	-6%	8%	7%
CCOc1ccc(C(=O)N2CCN(c3cccc(Cl)c3)CC2)cc1	-8%	2%	0%	-11%	1%	14%[46 µM]	10%
C/C(=N\NC(=O)c1ccccc1)c1ccc(C)c([N+](=O)[O-])c1	-1%	-2%	5%	10%	0%	17%	9%[10 µM]
COc1cccc(-c2nc(CS(=O)CC(=O)O)c(C)o2)c1 (stereo not drawn)	-1%	2%	-2%	6%	-15%	-4%	-1%
O=C(CC1CCCCC1)Nc1ccccc1-c1ccccc1	0%	-4%	9%	9%	10%	2%	21%[10 µM]
CC(=O)OCC(=O)Nc1ccc(SC(F)F)cc1	-3%	0%	-18%	-7%	-10%	.	-6%
O=C(NC1CCN(Cc2ccccc2)C1)c1cc(COc2ccc(F)cc2F)on1 (stereo not drawn)	-1%	-7%	6%	-10%	-1%	.	-43%[inhibitor]
CCN(CC)CCNc1cc(C)nc2c1C(=O)C(=O)C=C2N1CCCCC1	10%	-13%	-5%	8%[9.22 µM]	?	.	-16%[10 µM]
O=C(O)c1cc(C(=O)C2CC2)c[nH]1	0%	4%	-11%	3%	6%	.	-28%
COc1ccc(-c2nn(-c3ccccc3)cc2C(=O)NC(=S)Nc2cc(Cl)ccc2Cl)cc1	.	-5%	16%	-20%[9.22 µM]	2%	.	-49%[inhibitor][10 µM]
COc1ccccc1C(=O)Nc1ccc(S(=O)(=O)N2CCOCC2)cc1	-5%	-9%	6%	-8%	6%	8%	7%[10 µM]
NNC(=O)c1ccc(COc2cccc3ccccc23)cc1	-4%	1%	-5%	-10%	?	-14%	21%[10 µM]
Cc1ccccc1NC(=O)Oc1cccc(OC(=O)c2ccccc2)c1	.	1%	13%	-28%[9.22 µM]	2%	.	6%[10 µM]
CCOc1ccc(-n2cc(C(=O)c3cc(Cl)ccc3O)cc(C#N)c2=O)cc1	1%	-1%	-6%	-7%	-23%	-16%[46 µM]	26%
CCOC(=O)c1ccc2nc(NC(=O)c3ccco3)sc2c1	-12%	-8%	2%	10%	-10%	-9%	-16%[10 µM]
CC(=O)Nc1cc(S(=O)(=O)Nc2ccc(C)cc2)c(C)cc1C	2%	-7%	2%	-2%	9%	-5%	-22%
CC(C)Oc1ccc(CCc2n[nH]c(=S)n2-c2ccccc2)cc1	-11%	.	11%	-22%	?	.	-10%
O=C(CCN1CCCC1)Nc1cccc(Br)c1	3%	-3%	0%	-22%	-7%	-8%	5%
CCOc1ccc(/C=C/C(=O)Nc2ccc(C(N)=O)cc2)cc1OC	7%	0%	1%	-6%	3%	-7%	37%[10 µM]
O=C(CCC1CCCN(Cc2cccc(Cl)c2)C1)NCc1ccccc1F (stereo not drawn)	.	10%	7%	-7%[9.22 µM]	1%	.	18%[10 µM]
OCCNc1cc(Cl)ncn1	.	-1%	8%	-3%[9.22 µM]	2%	.	16%[10 µM]
Cc1cc(-n2c(C)cc(C(=O)CSc3nc4ccccc4c(=O)n3Cc3ccco3)c2C)no1	-4%	-14%	3%	23%	4%	6%	-19%
Cc1nn2c(N3CCN(C(=O)c4ccco4)CC3)cc(C(C)(C)C)nc2c1-c1ccc(Cl)cc1	8%	-7%	-4%	-3%	12%	1%[0.0737 µM]	1%
N=c1oc2ccccc2cc1-c1nc(-c2ccccc2)cs1	-21%	2%	3%	2%	19%	-4%	-15%[10 µM]
CC1(C)Cc2c(sc(NC(=O)c3ccco3)c2C#N)C(C)(C)N1	-9%	-21%	7%	-9%	3%	0%	2%
COc1ccc2[nH]c(=O)c(CNc3cc(C)ccc3C)cc2c1	.	0%	-15%	-10%[9.22 µM]	10%	.	-8%[10 µM]
CCOC(=O)COc1ccc(/C=C2\NC(=S)N(CC)C2=O)cc1	-4%	-9%	8%	-18%	11%	-8%	21%[0.074 µM]
CCOC(=O)Cc1csc(SC(C)C(=O)Nc2ccc(NC(C)=O)cc2)n1 (stereo not drawn)	-4%	4%	5%	12%	10%	23%	0%
Cc1nc2c(C(=O)NCc3ccc4c(c3)OCO4)cnn2c(C)c1Cc1ccc(F)cc1Cl	5%	1%	-2%	18%	1%	6%[0.0737 µM]	-8%
c1ccc(Cn2nnc3c(N4CCc5ccccc54)ncnc32)cc1	2%	-19%	-3%	-4%	9%	-16%	-3%[10 µM]

Arranged by the number under GAA glycogen mod (rising): 3 of the compounds above.
SMILES | GAA inh | GAA spleen mod | CBFb RUNX1 block | HTT aggregate | GAA glycogen mod
COc1ccc(NC(=O)CN2CCN(CC(=O)Nc3ccccc3F)CC2)c(OC)c1 | -3% | -4% | -1% | -3% | -8%
CCCCCNC(=O)CCc1ccccc1 | 4% | -7% | 11% | -15% | 1%
COc1ccc(CN(C(=O)Cn2nnc3ccccc32)C(C(=O)NC(C)(C)C)c2ccco2)cc1 (stereo not drawn) | 4% | 1% | -3% | ? | 6%

(next part)
Structure	GAA inh	GAA spleen mod	CBFb RUNX1 block	HTT aggregate	GAA glycogen mod	Lamin A splicing	HTT ATP protect
Nn1c(SCC(=O)NC(=O)NCc2ccccc2)nnc1C1CC1	1%	4%	-9%	-2%	-4%	4%	-3%
CC(C)(C)C(=O)C(CO)(Oc1ccc(Cl)cc1)n1cncn1 (stereo not drawn)	-1%	0%	6%	-22%	-7%	5%	9%[10 µM]
O=C(CNS(=O)(=O)c1ccc(Br)cc1)N1CCOCC1	-4%	-1%	0%	-9%	11%	14%	-9%
O=C(/C=C/Nc1ccc(Br)cc1F)c1ccco1	-12%	1%	8%	-2%	21%	-2%[46 µM]	-209%[inhibitor]
CCOC(=O)c1[nH]c2cc3c(cc2c1CCCN1C(=O)c2ccccc2C1=O)OCCO3	-1%	5%	2%	0%	-9%	2%	1%[0.074 µM]
O=C1CC(c2ccccc2)CC(O)=C1C=Nc1ccccc1 (stereo not drawn)	2%	2%	-8%	?	10%	.	-55%[inhibitor]
CC1=C(C(=O)Nc2ccccc2)C2(CCCCC2)C(C(N)=O)C(=S)N1 (stereo not drawn)	2%	-14%	6%	15%	-5%	-5%	-25%[10 µM]
COc1ccccc1C(=O)Oc1cc(C)[nH]c(=O)c1[N+](=O)[O-]	-3%	0%	8%	-21%	3%	.	-47%[inhibitor]
CCN1CCN(CCn2c(=S)[nH]c3ccccc3c2=O)CC1	-1%	-15%	-5%	-6%	4%	-1%	2%
O=C(CSc1nnc(CCCN2C(=O)c3cccc4cccc(c34)C2=O)n1-c1ccccc1)NCCCO	12%	-5%	4%	9%	13%	1%	-11%[1.9 µM]
O=C(Cn1nnc2ccccc2c1=O)N[C@@H](Cc1c[nH]c2ccccc12)C(=O)O	4%	-2%	9%	-8%	-1%	-4%	9%[0.074 µM]
CCOC(=O)C1CCCN(C(=O)COC(=O)c2ccc(C#N)cc2)C1 (stereo not drawn)	1%	3%	-23%	-11%	8%	12%[46 µM]	-17%
CCOC(=O)C(CCCCOc1cccc(CC)c1)C(=O)OCC	-20%	-1%	?	7%	-3%	1%	8%[10 µM]
COc1ccc(C(CNC(=O)c2cc3ccccc3cc2OC)N2CCCC2)cc1 (stereo not drawn)	-8%	3%	2%	-17%[1.84 µM]	5%	-2%	30%
CC(/C=N/NC(=O)c1cccs1)=C\c1ccccc1	0%	1%	-3%	-1%	-2%	.	-136%[inhibitor]

Not a hit list. About 1.5% of those tested had a hit in this group.
